# Screening results deposited in PubChem by NCI.
# yeast cln2 rad14 = NCI yeast anticancer drug screen, S. cerevisiae cln2 rad14 strain; actives 8.3% (n = 78,000); growth inhibition, % at 50 µM;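 further: 0% = growth of vehicle-only cultures of the same strain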
#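 The screen exposed genetically defined yeast (cln2 rad14) to test compounds and scored growth inhibition relative to vehicle-treated controls.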
# yeast sgs1 mgt1 = NCI yeast anticancer drug screen, S. cerevisiae sgs1 mgt1 strain | % growth inhibition at 50 µM | actives 10% (n = 78,000);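 further: 0% = growth of vehicle-only cultures of the same strain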
#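 This yeast growth screen uses a strain with defined DNA-repair lesions; compound-treated growth is compared with vehicle-treated growth.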
# yeast rad50 = NCI yeast anticancer drug screen, S. cerevisiae rad50 strain; % growth inhibition at 50 µM; actives 10% (n = 79,000);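 further: 0% = growth of vehicle-only cultures of the same strain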
#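 Cells are treated with compound, grown, and their growth is then scored against vehicle-only cultures of the same repair-deficient yeast strain.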
# yeast mec2-1 = NCI yeast anticancer drug screen, S. cerevisiae mec2-1 strain. % growth inhibition at 50 µM. actives 9% (n = 79,000);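 further: 0% = growth of vehicle-only cultures of the same strain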
#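 Cells of the genetically defined mec2-1 yeast strain are incubated with test compound. Inhibition of growth is calculated against vehicle-treated controls.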
# mlh1 rad18 = NCI yeast anticancer drug screen, S. cerevisiae mlh1 rad18 strain; actives 11% (n = 79,000); % growth inhibition at 50 µM; AID 175;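 further: 0% = growth of vehicle-only cultures of the same strain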
#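 Cells of a genetically altered yeast strain, deficient in DNA damage repair, were treated with compound. Their growth was then compared with that of vehicle-treated cultures to give inhibition.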
# bub3 = NCI yeast anticancer drug screen, S. cerevisiae bub3 mutant strain. AID 167. growth inhibition, % at 50 µM. actives 9.9% (n = 78,000);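 further: 0% = growth of vehicle-only cultures of the same strain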
#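 Steps: expose the mutant yeast strain to compound; grow alongside vehicle-treated cultures; measure growth; express inhibition against the vehicle cultures.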
# The depositor's hits bear a star; & = joins results of further samples. No stated cut-off is given here; in the data, active means growth inhibition above about 70%; inactive means the rest. Compounds were not picked by outcome, and some 13% of all compounds hit somewhere here.
# Letter code – A = yeast cln2 rad14; B = yeast sgs1 mgt1; C = yeast rad50; D = yeast mec2-1; E = mlh1 rad18; F = bub3
1: CC(=O)CCC(=O)CCC(=O)O
  A = -13; B = -11; C = -16; D = -44; E = -23; F = -10
2: CC(NC(CC12CC3CC(CC(C3)C1)C2)C(N)=O)c1ccccc1 (stereo not given)
  A = 14; B = -2; C = -18; D = -21; E = -18; F = 15
3: CC=C1C=C(C(C)(C)C)C(=O)C(C(C)(C)C)=C1
  A = 25; B = 11; C = 48; D = 1; E = 40; F = 26
4: O=C1C(CN2CCCCC2)CCC1CN1CCCCC1 (stereo not given)
  A = 10; B = 31; C = 24; D = 15; E = 52; F = 14
5: O=C1c2ccccc2C(=O)c2sc(Nc3ccc(Cl)cc3)nc21
  A = 89*; B = 94*; C = 90*; D = 93*; E = 91*; F = 92*
6: CN(C)CCOC(=O)Nc1c(Cl)cccc1Cl
  A = 5; B = -4; C = -5; D = -22; E = -5; F = -12
7: Cc1ccc(OCCNCCO)cc1
  A = 10; B = 6; C = 23; D = -11; E = 18; F = -1
8: C/C=C(\C)C(=O)OC1C(C)=C2C(C1OC(=O)CCCC)C(C)(OC(C)=O)CC(OC(=O)CCCC)C1(O)C2OC(=O)C1(C)O (stereo not given)
  A = -11; B = -5; C = 19; D = -30; E = -64; F = -18
9: Clc1ccccc1NN(Cc1ccncc1)c1ccccc1Cl
  A = 27; B = 24; C = 56; D = 23; E = 53; F = 34
10: O=C1OC(c2ccc(Cl)cc2)Sc2ccccc21 (stereo not given)
  A = -27; B = 85*; C = 84*; D = 86*; E = 95*; F = 94*

# The list goes on; the last two above are carried over.
# Letter code – A = yeast cln2 rad14; B = yeast sgs1 mgt1; C = yeast rad50; D = yeast mec2-1; E = mlh1 rad18; F = bub3
9: Clc1ccccc1NN(Cc1ccncc1)c1ccccc1Cl
  A = 27; B = 24; C = 56; D = 23; E = 53; F = 34
10: O=C1OC(c2ccc(Cl)cc2)Sc2ccccc21 (stereo not given)
  A = -27; B = 85*; C = 84*; D = 86*; E = 95*; F = 94*
11: CC1OC(c2ccccc2Cl)OC1C (stereo not given)
  A = -8; B = -10; C = 1; D = -3; E = -12; F = -3
12: Cn1c(=O)c2nc3c(=O)n(C)c(=O)n(CC(N)=O)c3nc2n(C)c1=O
  A = 26; B = 15; C = 28; D = -6; E = 21; F = 12
13: CCOC(=O)c1c[nH]c2ccc3c(nc(C)n3C)c2c1=O
  A = 12; B = -5; C = -8; D = -1; E = -48; F = -21
14: CC1CN1C(=O)Nc1cccc2c(NC(=O)N3CC3C)cccc12 (stereo not given)
  A = -16; B = -9; C = -22; D = -12; E = -2; F = 22
15: COC1=CC(=O)c2nc(Cl)ccc2C1=O
  A = -1; B = 35; C = 29; D = 10; E = 25; F = 12
16: O=C(Nc1cccc(Cl)c1)Oc1ccccc1
  A = 16; B = -4; C = 18; D = 4; E = 8; F = 15
17: COC1=C(OC)C(=O)C2=C(OCCO2)C1=O
  A = 4; B = 6; C = 5; D = -13; E = -1; F = 12
18: Nc1ccc(S(=O)(=O)Nc2ccccc2)cc1
  A = 51; B = 26; C = -7; D = -9; E = 4; F = -2
19: c1ccc(C(=NN=C(c2ccccc2)c2ccccc2)c2ccccc2)cc1
  A = 30; B = 8; C = 18; D = 24; E = 6; F = 1
20: O=C(Nc1cccc(Cl)c1)C(=O)C(C(=O)c1ccc2ccccc2c1)C1OC(=O)c2ccccc21 (stereo not given)
  A = 37; B = 26; C = 39; D = 18; E = -9; F = 23

# In another format: results already given.
9	Clc1ccccc1NN(Cc1ccncc1)c1ccccc1Cl
10	O=C1OC(c2ccc(Cl)cc2)Sc2ccccc21 (stereo not given)
Compound,9,10
yeast cln2 rad14,27,-27
yeast sgs1 mgt1,24,85*
yeast rad50,56,84*
yeast mec2-1,23,86*
mlh1 rad18,53,95*
bub3,34,94*

# Carrying on:
# Letter code – A = yeast cln2 rad14; B = yeast sgs1 mgt1; C = yeast rad50; D = yeast mec2-1; E = mlh1 rad18; F = bub3
21: COC(=O)C1Cc2ccc3c(c2C1=O)CCCC3 (stereo not given)
  A = 3; B = 14; C = -23; D = -20; E = 7; F = 57
22: O=C1OC(c2ccccc2)=N/C1=C/c1ccc(OCc2ccccc2)c(OCc2ccccc2)c1
  A = 18; B = 30; C = 46; D = 8; E = 22; F = 0
23: O=C1OC(c2ccc(Cl)cc2)=N/C1=C\c1ccc(Cl)cc1
  A = -21; B = -12; C = -10; D = 7; E = -19; F = -5
24: CCCCCCCCCCCCCCC[N+]1(CC)CCCCC1
  A = 90*; B = 92*; C = 90*; D = 91*; E = 89*; F = 90*
25: COC(=O)C1C(O)CCC2CN3CCc4c([nH]c5ccccc45)C3CC21 (stereo not given)
  A = 15&-32&0&-46&3; B = -5&-43&-14&18&13; C = 1&3&5&6&-23; D = -28&-2&-26&0&-27; E = -55&4&-66&1&-3; F = 1&9&-4&12&-14
26: C=CCOC(=O)C(C)OC(=O)OCC (stereo not given)
  A = 8; B = 7; C = 9; D = 11; E = 7; F = -2
27: COc1ccc(C(=O)/C=C/c2ccc(OCC(=O)N3CCN(c4ccccc4)CC3)cc2)cc1
  A = -6; B = 8; C = -7; D = -14; E = 2; F = -14
28: CCOC(=O)C/C(=C/c1ccco1)C(=O)OCC
  A = -41; B = -2; C = -9; D = 8; E = 3; F = 2
29: Cc1cccc(C)c1N=Nc1ccc(O)c(CN(C)C)c1
  A = -4; B = -12; C = -6; D = -15; E = -9; F = 23
30: O=C(NCO)NCOCn1c(=O)n(CO)c(=O)n(CO)c1=O
  A = 30; B = -2; C = 5; D = -23; E = -16; F = 10

# 6 compounds picked at random from the list so far, as already listed:
# Letter code – A = yeast cln2 rad14; B = yeast sgs1 mgt1; C = yeast rad50; D = yeast mec2-1; E = mlh1 rad18; F = bub3
26: C=CCOC(=O)C(C)OC(=O)OCC (stereo not given)
  A = 8; B = 7; C = 9; D = 11; E = 7; F = -2
28: CCOC(=O)C/C(=C/c1ccco1)C(=O)OCC
  A = -41; B = -2; C = -9; D = 8; E = 3; F = 2
21: COC(=O)C1Cc2ccc3c(c2C1=O)CCCC3 (stereo not given)
  A = 3; B = 14; C = -23; D = -20; E = 7; F = 57
30: O=C(NCO)NCOCn1c(=O)n(CO)c(=O)n(CO)c1=O
  A = 30; B = -2; C = 5; D = -23; E = -16; F = 10
23: O=C1OC(c2ccc(Cl)cc2)=N/C1=C\c1ccc(Cl)cc1
  A = -21; B = -12; C = -10; D = 7; E = -19; F = -5
24: CCCCCCCCCCCCCCC[N+]1(CC)CCCCC1
  A = 90*; B = 92*; C = 90*; D = 91*; E = 89*; F = 90*

# Further records:
# Letter code – A = yeast cln2 rad14; B = yeast sgs1 mgt1; C = yeast rad50; D = yeast mec2-1; E = mlh1 rad18; F = bub3
31: CC(NC(=O)C(NC(=O)c1ccc[n+](Cc2ccccc2)c1)C(C)C)C(N)=O (stereo not given)
  A = -6; B = -3; C = 0; D = 8; E = 23; F = -2
32: CC(C)NC(=O)NCCc1c[nH]c2ccccc12
  A = 7; B = 2; C = -50; D = -12; E = -13; F = 16
33: CCCCCn1cnc2cc(N3CCOCC3)c([N+](=O)[O-])cc2c1=O
  A = 8; B = 6; C = 5; D = 35; E = 14; F = 18
34: CSc1nc2c(c(=O)[nH]1)C1C=C(C)CCC1C(C)(C)C2 (stereo not given)
  A = 69; B = 56; C = 52; D = 56; E = 52; F = 54
35: Clc1ccc2c(c1)Cc1ccccc1-2
  A = 8; B = 34; C = 39; D = -7; E = 22; F = 52
36: C1=NCCN=Cc2ccccc2O/N=N/Oc2ccccc21
  A = -44; B = -1; C = -15; D = -2; E = -5; F = 15
